Compound activity: PubChem, several laboratories
S1P2 blocker: human S1P2 receptor antagonists, primary screen, cell-based | Sphingosine 1-phosphate receptor 2 (Homo sapiens), O95136 | actives 0.21% (n = 97,000) | cell-based S1P2 antagonist assay, inhibition at 5 uM | inhibition, % at 5 µM; in the data active = inhibition above about 45%;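 note: CRE beta-lactamase reporter cells expressing human S1P2 stimulated with S1P; 0% = agonist at EC80 alone and 100% = agonist plus reference antagonist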
LYP act: LYP phosphatase activators, primary screen, biochemical, DiFMUP fluorescence, 2 µM | Tyrosine-protein phosphatase non-receptor type 22 (Homo sapiens), Q9Y2R2 | recombinant LYP; 0 = plate median, 100 = signal doubled | activation, % at 2 µM | actives 0.11% (n = 96,000);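 active = activation at 2 µM above a set limit, the mean plus 5 SD, cut at about 37% in these data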
LYP inh 2: PTPN22 phosphatase inhibitors, primary screen, biochemical, DiFMUP fluorescence, 2 µM; Tyrosine-protein phosphatase non-receptor type 22 (Homo sapiens), Q9Y2R2; recombinant LYP catalytic domain; inhibition, % at 2 µM; actives 0.21% (n = 96,000); AID 640, 2007;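 active = inhibition at 2 µM at or above a set limit, the screen mean plus 3 SD, cut at about 24% in these data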;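 note: 0% = DMSO with enzyme and 100% = enzyme fully blocked by orthovanadate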
PostGolgi yeast: phenotypic screen on post-Golgi transport, primary screen; actives 0.9% (n = 98,000); inhibition, % at 10 µM; post-Golgi transport phenotypic cell assay;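 note: yeast cells grown in 1536-well plates; yeast grown about 18 h at 30C before absorbance read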
S1P2 ag: S1P2 receptor agonists, primary screen, cell-based; S1P2-expressing cell line, agonist reporter read-out; actives 0.46% (n = 97,000); activation, % at 4.5 µM; in the data active = activation above about 16%;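 note: 0% = vehicle low control and 100% = maximal reference agonist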
Rev-RRE block: HIV-1 Rev-RRE binding inhibitors, primary screen, biochemical, FRET, protein-RNA interaction; inhibition, % at 8 µM; Rev peptide-RRE RNA binding; actives 0.79% (n = 97,000);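 active = inhibition above the screen-wide mean plus 3 SD, cut at about 35% in these data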;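 note: 0% = median DMSO wells and 100% = median Neomycin B control wells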
Target sequence (P05866 whole entry, looked up): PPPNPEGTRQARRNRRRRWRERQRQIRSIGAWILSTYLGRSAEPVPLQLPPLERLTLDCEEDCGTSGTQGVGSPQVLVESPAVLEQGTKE
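Probe or stimulus: fluorescein-Rev peptide as binding partner; assay system: Cy5-tagged RRE RNA duplex with fluorescein-tagged Rev peptide; timing: 5 min compound–RNA preincubation, then 15 min with peptide, 25 °C; medium: HEPES pH 7.5 buffer with KCl, MgCl2, NaCl and EDTA; signal: fluorescein-to-Cy5 FRET, 480 nm excitation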
FAK inh: FAK kinase inhibitors, primary screen, biochemical; Focal adhesion kinase 1 (Homo sapiens), Q05397; biochemical FAK kinase activity assay; inhibition, %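 (tested at 7 µM)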; actives 0.84% (n = 97,000); in the data active = inhibition above about 19%;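 note: 0% = DMSO and 100% = reference compound high control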
EphB4 ephrin blk: EphB4-ephrin-B2 interaction antagonists, primary screen, biochemical, TNYL-RAW peptide probe, fluorescence polarization; AID 720, 2007; actives 0.15% (n = 97,000); inhibition, % at 7 µM; EphB4 LBD / TNYL-RAW-Alexa532 peptide;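 active = inhibition above the screen-wide mean inhibition plus 3 SD, cut at about 15% in these data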;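 note: 0% = DMSO wells and 100% = excess unlabeled TNYL-RAW peptide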
Target sequence (P54760 whole entry, looked up, the tested form may be a part): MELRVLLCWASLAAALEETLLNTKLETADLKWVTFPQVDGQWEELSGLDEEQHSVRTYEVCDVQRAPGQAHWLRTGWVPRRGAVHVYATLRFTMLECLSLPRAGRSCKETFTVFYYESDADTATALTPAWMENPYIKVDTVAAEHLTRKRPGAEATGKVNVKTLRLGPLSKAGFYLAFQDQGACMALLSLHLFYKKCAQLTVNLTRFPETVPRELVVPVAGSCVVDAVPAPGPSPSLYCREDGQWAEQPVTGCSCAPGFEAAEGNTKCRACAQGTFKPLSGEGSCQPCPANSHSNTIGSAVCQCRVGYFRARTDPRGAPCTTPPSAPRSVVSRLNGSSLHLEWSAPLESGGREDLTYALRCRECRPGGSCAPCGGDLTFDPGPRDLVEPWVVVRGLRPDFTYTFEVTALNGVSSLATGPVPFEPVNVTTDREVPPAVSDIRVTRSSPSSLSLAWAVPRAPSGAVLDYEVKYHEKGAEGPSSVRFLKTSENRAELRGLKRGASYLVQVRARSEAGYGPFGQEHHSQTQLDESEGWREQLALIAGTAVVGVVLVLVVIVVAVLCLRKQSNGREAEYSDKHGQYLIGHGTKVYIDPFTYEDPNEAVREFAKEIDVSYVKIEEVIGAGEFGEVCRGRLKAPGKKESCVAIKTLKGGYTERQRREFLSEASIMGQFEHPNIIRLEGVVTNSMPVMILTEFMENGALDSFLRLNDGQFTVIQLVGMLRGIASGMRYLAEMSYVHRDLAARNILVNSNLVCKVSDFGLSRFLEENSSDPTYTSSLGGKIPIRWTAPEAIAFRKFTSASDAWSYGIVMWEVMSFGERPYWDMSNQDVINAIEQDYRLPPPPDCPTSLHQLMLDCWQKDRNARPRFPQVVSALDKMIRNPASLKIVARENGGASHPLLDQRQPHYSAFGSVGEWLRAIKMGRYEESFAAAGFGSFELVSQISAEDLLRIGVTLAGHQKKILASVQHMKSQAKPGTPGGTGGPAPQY
PostGolgi ctrl: growth inhibition of yeast control strain, primary screen, counter-screen for post-Golgi transport modulator project; efflux-deficient yeast background strain, growth absorbance A615, 16 h; inhibition, % at 10 µM; actives 5% (n = 98,000)
The depositor's hits bear a star; / = not tested or not shown; [ ] = dose if it differs, or a comment. Cut-off read from the data, not from the text of the source, unless noted: active = inhibition above about 30%; inactive = the rest.

SMILES	S1P2 blocker	LYP act	LYP inh 2	PostGolgi yeast	S1P2 ag	Rev-RRE block	FAK inh	EphB4 ephrin blk	PostGolgi ctrl
Cc1c(C(=O)NCCC2=CCCCC2)cccc1[N+](=O)[O-]	11	0	2	-3	0	6	6	1	11
Cc1ccc(S(=O)(=O)NC2(C(=O)O)CCCCC2)cc1	10	-13	12	13	-2	8	-1	8	-5
COC(=O)C1=C(C(=O)OC)C2(OC1c1ccc(Br)cc1)C(=O)c1ccccc1C2=O (stereo not drawn)	-1	-3	5	/	-4	8	10	5	/
Cc1cccc(N2CCN(C(=O)C(C)n3nc(C)n4c(cc5occc54)c3=O)CC2)c1C (stereo not drawn)	1	-18	18	-6	-2	5	2	1	23
COCC(=O)N1CCCc2ccccc21	-5	10	-15	2	-3	2	1	-9	11
COc1ccc(NC(=O)CN2CCC(C)CC2)cc1	-4	-7	6	-5	0	1	1	3	4
COCCNC(=O)C(c1ccc(C)o1)N(Cc1ccc(F)cc1)C(=O)Cn1nnc2ccccc21 (stereo not drawn)	11	8	-5	2	-8	-2	-3	1	5
COc1ccccc1C1NC(=O)CS1 (stereo not drawn)	16	-6	4	4	-5	7	2	4	7
Cc1sc(NC(=O)CSc2nnc(COc3ccc(Cl)cc3)n2C)c(C#N)c1C	-6	-9	8	-1	-7	4	-1	-7	-9
Cc1cc(-c2ccccc2)nc(N2CCC(C(=O)NCC3CCCCC3)CC2)n1	-3	7	-8	/	-3	3	1	0	/
CSc1ccccc1NC(=O)c1cccnc1	2	5	-5	0	-4	2	-2	-4	11
COc1ccc(Nc2ncc(C(=O)N3CCN(c4ccc(F)cc4)CC3)c3ccccc23)cc1	17	-12	13	6	-9	-2	9	8	28
O=C(N/N=C/c1cc2c(cc1Cl)OCO2)c1ccccn1	19	9	-6	/	-3	-2	1	-5	/
C=CCn1c(=O)c2ccccc2n2c(SC(C)C(=O)Nc3nc(-c4ccccc4)cs3)nnc12 (stereo not drawn)	6	-3	1	-4	-7	3	0	-4	3
NC(=O)c1c(NC(=O)CN2C(=O)CCC2=O)sc2c1CCCCC2	6	3	-5	32*	-6	3	8	-4	-9
COc1ccc(NC(=O)CSc2nnc(-c3ccccc3)n2N)cc1	-3	0	-1	6	-1	9	-1	4	1
COc1cc(OC)c(NS(=O)(=O)c2coc(C(N)=O)c2)cc1Cl	6	0	-3	0	-4	1	-1	1	-10
Cc1ccc(-n2c(C)cc(C(=O)COC(=O)c3c(C)noc3C)c2C)cc1	13	-8	7	-3	-8	-3	4	4	22
COc1ccc(/C(O)=C2/C(=O)C(=O)N(CCN(C)C)C2c2ccccn2)cc1OC (stereo not drawn)	-8	-7	4	26	-8	5	0	-4	11
CN(Cc1ccccc1)c1nc2c(c(=O)[nH]c(=O)n2C)n1CCSc1nc2ccccc2[nH]1	5	3	-4	1	-1	9	7	10	1
CCN1C(=O)CC(N2CCC(C(=O)OC)CC2)C1=O (stereo not drawn)	-12	2	-3	4	2	4	0	-8	32*
CC(C)=C1SC(N2CCCCC2)=NC1=O	-28	-7	9	-2	1	7	2	0	-4
CC(C)(C)NC(=O)C(c1ccc(OCC(N)=O)cc1)N(C(=O)c1cccnc1)C1CC1 (stereo not drawn)	5	4	-5	3	-2	5	2	-1	7
O=C(NCc1cccnc1)c1ccc(S(=O)(=O)N2CCOCC2)cc1	-4	2	-5	6	-4	4	-1	2	0
c1ccc(CSc2ncnc3c2sc2nc(N4CCOCC4)c4c(c23)CCCC4)cc1	10	-8	10	-6	0	10	-1	-1	10
O=C(O)CCCN1C(=O)NC2NC(=O)NC21 (stereo not drawn)	8	-3	2	-1	-3	3	0	-8	9
CC(C)CCNC(=O)c1ccc(C2SCC(=O)N2Cc2ccco2)cc1 (stereo not drawn)	18	-3	1	/	-2	4	2	-1	/
Cn1c(=O)cc(OCCCC(=O)Nc2ccc3c(c2)OCCO3)c2ccccc21	3	2	-4	1	-5	-1	1	5	6
Cc1cc(C)cc(-n2c(C)cc(C=C(C#N)C#N)c2C)c1	-4	10	-7	9	-7	2	10	0	2
CC(=O)c1c(C)[nH]c(C(=O)NCc2ccc(C)cc2)c1C	-6	-3	4	-1	-4	8	-3	1	5
COc1ccc(NS(=O)(=O)c2cc(C)ccc2OC)cc1OC	-32	-6	6	6	-5	1	1	-2	1
O=C(NCCOC(=O)c1ccc(C(=O)OCCNC(=O)c2cccnc2)s1)c1cccnc1	-19	-8	11	4	-7	2	-9	4	29
COc1cc2c(C#N)c(N3CCN(C)CC3)nc(N)c2c(N)n1	3	8	-6	0	-8	7	8	5	-2
COc1ccc(CCNC(C)=O)cc1	3	-1	2	-6	-7	3	0	-2	7
CC12CCC(=O)N1c1c(sc3nc(N4CCOCC4)c4c(c13)CCCC4)C(=O)N2 (stereo not drawn)	-26	3	-2	1	11	4	-1	-4	1
Cc1c(C(=O)OCC(=O)c2ccc3c(c2)OCCO3)oc2ccccc12	11	-1	0	6	-4	9	1	-6	-3
O=C(ON=C1CCN(S(=O)(=O)c2ccccc2)CC1)c1ccccc1	21	-6	7	9	-4	8	3	2	7
COc1ccc(OC)c(C(=O)CSc2nnc(Cc3cccs3)n2C)c1	-5	-2	6	9	-5	4	-1	7	-4
COc1ccc(N(CC(=O)O)S(=O)(=O)c2c(C)n[nH]c2C)cc1	6	9	-6	5	-6	1	-2	1	0
CC(C)Cn1c(-c2ccc(Cl)cc2)cnc1SCC(=O)N1CCOCC1	30	2	-5	-2	-2	3	2	-2	22
CCOc1ccc(C2=Nn3cnnc3SC2)cc1	-3	-4	2	-6	-7	7	1	7	22
CCCCC(=O)Nc1ccc(N2CCCC2)cc1	-10	-4	7	/	-9	10	16	-4	/
COc1ccc(C(=O)c2sc3nc(-c4ccccc4)ccc3c2N)cc1OC	57*	-23	25*	1	-14	97*[fluorescence artefact?]	59*	-3	2
O=C(CSC1=Nc2ccccc2C2=NC(CC(=O)NCc3ccco3)C(=O)N12)NCC1CCCO1 (stereo not drawn)	-9	-1	-1	-5	2	2	-3	-4	0
O=C(NCCc1ccccc1)c1ccc(Cl)c([N+](=O)[O-])c1	2	0	2	4	0	1	7	1	4
COc1ccc(NC(=O)N2CCCC(c3nc(-c4ccc(C(C)C)cc4)no3)C2)cc1 (stereo not drawn)	-24	-2	0	-9	-2	8	3	2	24
CCOC(=O)c1ccc(-c2c(C(=O)OCC)oc3cc(O)c(CC)cc3c2=O)o1	-9	4	-1	-10	-6	2	4	1	12
O=C(c1ccc(CN2CCOCC2)cc1)N1CCN(Cc2ccccc2)CC1	7	-3	0	21	-5	1	1	-5	6
Cc1cc(C(F)F)n2nc(C(=O)Nc3ccc(S(=O)(=O)N4CCCCCC4)cc3)nc2n1	11	-13	13	/	-2	14	0	4	/
O=C(NCC(=O)N(Cc1cccs1)C(C(=O)NC1CCCCC1)c1ccco1)c1cccs1 (stereo not drawn)	-6	-6	6	/	-3	11	-2	-1	/
O=C(CSc1nnc(-c2ccco2)n1Cc1ccccc1)NCc1ccccc1	-10	-2	3	/	-4	1	2	0	/
CC1CC(N(C(=O)c2ccccc2Cl)c2ccccc2)c2ccccc2N1 (stereo not drawn)	-3	-9	14	3	-1	0	-7	-8	39*
CC(C)N1C(=O)CC(Nc2ccc(N3CCOCC3)cc2)C1=O (stereo not drawn)	-2	4	-3	13	-3	-1	2	-9	-2
Cc1ccc(/C(O)=C/C(=O)C(=O)NNC(=O)C(O)(c2ccccc2)c2ccccc2)cc1	-3	-2	1	/	-4	5	-4	10	/
CCCc1nnc(NC(=O)c2ccncc2)s1	3	-8	8	-3	-8	4	2	-3	13
CCc1ccc(/C(C)=N/Nc2cc(Cl)nc(C)n2)cc1	18	4	-1	14	-4	1	1	1	11
O=C(NNc1ccccc1[N+](=O)[O-])Nc1ccccc1	-7	2	1	-2	-5	5	21*	-1	4
Cc1ccc(CSC2=Nc3ccccc3C3=NC(CCC(=O)NCc4ccco4)C(=O)N23)cc1 (stereo not drawn)	5	-5	3	7	0	-1	4	3	11
CCOC(=O)c1c(C)nc2c(C)cccn12	-41	1	-4	-5	-2	11	-1	1	1
COc1ccc(-c2cc(C(F)(F)F)nc(SCC(=O)NCc3ccco3)n2)cc1OC	-20	-2	1	-24	-1	6	-1	4	8

Complete entries, looked up by structure. Order of screens: S1P2 blocker, LYP act, LYP inh 2, PostGolgi yeast, S1P2 ag, Rev-RRE block, FAK inh, EphB4 ephrin blk, PostGolgi ctrl
`COc1ccc(C(=O)c2sc3nc(-c4ccccc4)ccc3c2N)cc1OC` across the screens: 57*, -23, 25*, 1, -14, 97*[fluorescence artefact?], 59*, -3, 2
`O=C(NCCc1ccccc1)c1ccc(Cl)c([N+](=O)[O-])c1` across the screens: 2, 0, 2, 4, 0, 1, 7, 1, 4
`O=C(CSC1=Nc2ccccc2C2=NC(CC(=O)NCc3ccco3)C(=O)N12)NCC1CCCO1` (stereo not drawn) across the screens: -9, -1, -1, -5, 2, 2, -3, -4, 0
`Cc1ccc(/C(O)=C/C(=O)C(=O)NNC(=O)C(O)(c2ccccc2)c2ccccc2)cc1` across the screens: -3, -2, 1, /, -4, 5, -4, 10, /

Next compounds
SMILES	S1P2 blocker	LYP act	LYP inh 2	PostGolgi yeast	S1P2 ag	Rev-RRE block	FAK inh	EphB4 ephrin blk	PostGolgi ctrl
CC(C)N(CC#CCC1(O)c2ccccc2-c2ccccc21)CCO	-2	3	-5	-6	-6	-1	-2	-2	-8
Cc1cc(O)ccc1Nc1nc(-c2sc(N)nc2C)cs1	9	1	1	-4	-5	5	6	-2	-4
CC(=O)N1CCc2cc(S(=O)(=O)NC3CCCc4ccccc43)ccc21 (stereo not drawn)	33	4	-1	-1	-4	11	4	-1	1
CCOP(=O)(OCC)c1nc(/C=C/c2ccccc2)oc1NCc1ccccc1	-25	-5	7	-10	14	1	3	-2	4
CCOC(=O)c1c(NC(=O)c2cccnc2)sc(C)c1C	-10	6	-6	13	1	5	6	2	12
Cc1cc(-c2ccccc2)nc(Oc2ccc(C(C)(C)C)cc2)c1S(C)(=O)=O	-1	-1	5	7	-6	7	1	4	63*
Nc1cc(=O)[nH]c(SCC(=O)N2CCCc3ccccc32)n1	-8	-2	3	/	-8	3	-2	3	/
Cc1c(C(=O)NCc2ccccc2)oc2ccc(S(=O)(=O)N3CCCC3)cc12	26	0	0	-6	-4	13	0	-3	7
CC(C)(C)c1cc(CN2CCOCC2)c(C(=O)O)o1	8	-2	4	-3	-4	10	1	2	1
CC1CCCC(NC(=O)COC(=O)c2ccccc2NC(=O)c2ccco2)C1C (stereo not drawn)	-24	-7	6	-8	-5	0	-2	0	-2
CCC1(C)Cc2c(sc3[nH]c(=S)n(Cc4ccccc4)c(=O)c23)CO1 (stereo not drawn)	-7	-9	8	6	1	6	-4	0	17
CCOC(=O)C1CCCN(C(=O)c2cccs2)C1 (stereo not drawn)	12	2	-6	10	-1	4	0	4	-3
Cc1sc2nc(CN3CCOCC3)nc(NS(=O)(=O)c3ccccc3)c2c1C	-7	11	-10	3	-2	5	-1	-1	5
Cc1ccc(CS(=O)(=O)CCC(=O)NCCCOC(C)C)cc1	-18	6	-7	4	-2	8	-4	-4	4
CC1SC(c2ccc(Cl)cc2)NC1=O (stereo not drawn)	1	-8	9	/	-4	7	0	0	/
COc1ccc(OC)c(C2=C[N+](=O)C(C)(C)C(C)(C)N2[O-])c1	2	0	0	0	-2	1	-1	2	-6
CCOC(=O)c1cnn(-c2ccccc2)c1-n1cccc1C(=O)C(=O)Nc1ccccc1C(F)(F)F	7	10	-14	3	-5	10	5	7	7
